RGS4 inh – inhibitors of human RGS4; 310,000 tested, 0.45% active; HEK293 M3R/RGS4 inducible, Fluo-4 calcium flux; stronger effect = higher value; triggered by carbachol at its EC20; AID 463165; P49798; B-score at 10 µM;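 active = B-score, a plate-corrected calcium signal, over three deviations above library mean, with baseline fluorescence within five deviations of library mean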;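 note: RGS4 expression induced by doxycycline in cells with stable M3 receptor; B-score is computed from the integrated fluorescence ratio over baseline after carbachol; higher B-score means a larger calcium signal and so more RGS4 inhibition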
GSK3 alpha inh – blocks human GSK-3 alpha kinase | P49840 | ADP-Glo luminescence, 60 min | inhibition, % at 10 µM | 320,000 tested, 0.1% active;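 in the data active = inhibition above about 50%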;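 note: GST-tagged GSK-3 alpha with peptide substrate and 25 µM ATP; 0% = DMSO neutral wells and 100% = GW8510 positive control wells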
PolyA inh – blocks polyadenylation in yeast reporter cells; S. cerevisiae SKY197-pL101 polyadenylation reporter, beta-gal luminescence; efflux-impaired pdr1/pdr3 knockout yeast; score 100 = 6 SD above DMSO; calls only at 12 µM; 300,000 tested, 0.02% active; AID 1875;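 active = lowest replicate activity score at least 50, where 100 means six control SD above control mean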;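 note: yeast exposed to compound for 9 h at 30 °C; higher score means more reporter readthrough which indicates perturbed polyadenylation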
KCNK9 inh – inhibitors of human KCNK9 two-pore domain potassium channel. 310,000 tested, 1.2% active. HEK293 KCNK9, FluxOR thallium flux fluorescence; stronger effect = lower value. AID 488922. B-score at 10 µM;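 active = ratio B-score over 3 SD below the library mean, with starting fluorescence within 5 SD of its mean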;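 note: negative B-score means less thallium flux so channel inhibition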
KCNK3 inh – human KCNK3 channel inhibition, primary screen; O14649; CHO-KCNK3 thallium flux, FluxOR fluorescence; stronger effect = lower value; B-score at 10 µM; 340,000 tested, 0.84% active;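 active = B-score under library mean minus 4 SD, starting fluorescence ratio at most library mean plus 5 SD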;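 note: more negative B-score means stronger inhibition of thallium flux through KCNK3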
KCNQ1 act – potentiates or activates the human KCNQ1 potassium channel. CHO-K1 KCNQ1, thallium flux FluxOR fluorescence; stronger effect = higher value. B-score at 10 µM. 310,000 tested, 0.35% active;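 active = fluorescence ratio B-score, a plate-corrected score, at least three library SD, with initial intensity B-score within 5 SD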
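Material: CHO-K1 cells stably expressing KCNQ1. Medium: assay buffer for compound exposure, DMSO matched across wells. Reagent: K+/Tl+ depolarizing stimulus. Compound dosing: single-concentration screen. Times: 37 °C overnight plating, 90-min dark dye load, 20-min compound pretreatment. Technique: FluxOR Tl+ flux fluorescence.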
hERG protect – hERG (human) protection from proarrhythmic block. Q12809. CHO-hERG, FluxOR thallium flux, dofetilide IC70 present. activation (rescue from dofetilide block), less the hit threshold, % at 10 µM. 310,000 tested, 0.51% active. AID 1511;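 active = activation above the mean of controls blocked by dofetilide plus 5 SD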;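 note: thallium influx through hERG after potassium depolarization seen as dye fluorescence rise; in these data hits start at about 4.7%; inactives centre near -7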
Target sequence (Q12809 whole entry, looked up): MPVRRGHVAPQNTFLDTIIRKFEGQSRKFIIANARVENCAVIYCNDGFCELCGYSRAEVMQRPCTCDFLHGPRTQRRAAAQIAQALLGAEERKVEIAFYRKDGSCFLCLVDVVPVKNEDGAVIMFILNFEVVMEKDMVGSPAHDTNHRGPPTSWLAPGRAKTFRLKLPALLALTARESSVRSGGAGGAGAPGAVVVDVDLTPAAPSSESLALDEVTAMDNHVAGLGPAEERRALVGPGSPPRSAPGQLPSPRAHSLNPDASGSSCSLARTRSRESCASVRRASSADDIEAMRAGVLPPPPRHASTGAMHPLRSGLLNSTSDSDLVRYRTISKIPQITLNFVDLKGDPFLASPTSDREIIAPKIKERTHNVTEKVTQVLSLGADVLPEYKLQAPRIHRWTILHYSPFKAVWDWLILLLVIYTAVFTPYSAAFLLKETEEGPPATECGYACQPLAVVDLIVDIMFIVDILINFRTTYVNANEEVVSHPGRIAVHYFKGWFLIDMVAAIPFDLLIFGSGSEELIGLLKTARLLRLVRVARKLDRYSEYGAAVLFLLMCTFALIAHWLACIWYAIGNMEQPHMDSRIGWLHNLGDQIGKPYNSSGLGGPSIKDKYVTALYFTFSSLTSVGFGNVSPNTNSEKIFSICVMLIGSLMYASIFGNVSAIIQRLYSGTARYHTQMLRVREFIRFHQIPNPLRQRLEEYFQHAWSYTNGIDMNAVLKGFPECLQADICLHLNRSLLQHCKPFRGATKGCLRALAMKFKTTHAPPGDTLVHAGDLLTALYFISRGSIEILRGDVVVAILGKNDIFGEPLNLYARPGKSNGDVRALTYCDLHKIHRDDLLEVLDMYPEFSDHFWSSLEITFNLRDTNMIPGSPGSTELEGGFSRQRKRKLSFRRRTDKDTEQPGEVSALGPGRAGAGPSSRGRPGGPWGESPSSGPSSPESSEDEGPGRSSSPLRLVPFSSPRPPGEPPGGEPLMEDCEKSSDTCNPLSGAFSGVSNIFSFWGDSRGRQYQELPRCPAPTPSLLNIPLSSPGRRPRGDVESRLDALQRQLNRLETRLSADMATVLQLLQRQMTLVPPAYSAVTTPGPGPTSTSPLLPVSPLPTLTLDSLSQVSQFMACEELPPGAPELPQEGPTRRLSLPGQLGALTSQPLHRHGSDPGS
GSK3beta inhib – inhibitors of human GSK3beta kinase; P49841; GST-GSK3beta kinase, ADP-Glo luminescence, 60 min; stronger effect = lower value; activity score (negative = inhibition), % at 10 µM; 300,000 tested, 0.038% active; AID 2097;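 active = more than half of replicate wells score below -50%, meaning over 50% inhibition versus plate controls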;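 note: 0% = median DMSO wells and -100% = median GW8510 positive control wells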
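Test system: GST-fused GSK3beta enzyme, cell-free | Quantity: 1.6 ng GST-GSK3beta enzyme per well | Reagent: 25 µM ATP with peptide substrate | Schedule: 60 min enzyme reaction, room temperature | Signal: Luminescent ADP-Glo measurement of ADP formed | Read-out basis: Score relative to plate controls | Control set: DMSO and 20 µM GW8510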
DYRK1A inh – Dyrk1A (rat) kinase inhibition; ADP-Glo luminescence, NFATc1 peptide; inhibition, % at 12.5 µM; 310,000 tested, 0.43% active; in the data active = inhibition above about 50%;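 note: plate controls were vehicle with enzyme for no effect and no enzyme for full effect; many of its hits are not listed in these tables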
KCNQ1 block – blocks the human KCNQ1 potassium channel | P51787 | CHO-K1 KCNQ1, FluxOR thallium flux fluorescence; stronger effect = higher value | B-score at 10 µM | 310,000 tested, 1.3% active | AID 2642;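 active = compounds whose thallium flux B-score, printed positive for inhibition, exceeds three library SD while starting fluorescence stays within three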;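 note: channel opened by potassium depolarization with thallium stimulus after 20 min compound exposure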
RGS4 pot – RGS4 potentiation or activation; HEK293 M3R/inducible RGS4, carbachol calcium flux Fluo4; stronger effect = lower value; B-score at 10 µM; 310,000 tested, 0.92% active;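 active = B-score of the integrated calcium signal more than 4 SD below the library mean, with starting fluorescence not abnormally high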;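 note: negative B-score means reduced calcium response which marks RGS4 activation or potentiation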
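Material: M3R-expressing HEK293 line, RGS4 induced by doxycycline | Schedule: Overnight RGS4 induction, 30 min dye load 37 °C, 20 min compound RT | Measured by: Fluo4 fluorescence kinetic imaging of calcium | Read-out: Integrated calcium ratio converted to B score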
Starred values were filed as active, the others as inactive; i = inactive; x = not tested or not shown. Only part of the results is shown; rates above refer to the full screens.

SMILES	RGS4 inh	GSK3 alpha inh	PolyA inh	KCNK9 inh	KCNK3 inh	KCNQ1 act	hERG protect	GSK3beta inhib	DYRK1A inh	KCNQ1 block	RGS4 pot
CCC(C)Sc1nc2c(c(=O)[nH]c(=O)n2C)n1CC(O)COc1ccccc1C (stereo not given)	i	-4	i	i	i	i	-9	1	4	i	i
CCOC(=O)C1=C(C)N(C)C(=S)N(C)C1c1ccc(OC)cc1 (stereo not given)	i	-1	i	i	i	i	-6	0	x	i	i
Cc1cc(C)nc(N2CCN(c3ccc(F)cc3)CC2)n1	i	1	i	i	i	i	-1	-3	-4	i	i
O=C(Nc1ncc2c(n1)-c1ccccc1OC2)c1cccc([N+](=O)[O-])c1	i	2	i	i	i	i	-16	1	x	i	i
O=S(=O)(c1ccc(Br)s1)n1cccn1	i	-3	x	i	i	i	-13	1	-2	i	i
Cc1c(C(=O)Nc2ccccc2)csc1-c1ccccc1	i	0	i	i	i	i	-7	3	1	i	i
CCN(CC)C(=O)c1ccc2nc3ccccc3nc2c1	i	x	i	i	i	i	-3	-2	0	i	i
Cc1cccc(N(Cc2ccccc2)C(=O)c2cc(S(=O)(=O)N3CCOCC3)ccc2Cl)c1	i	-2	i	i	i	i	-11	1	-3	i	i
CCOC(=O)CC(c1ccc(N)cc1)n1c(C)ccc1C (stereo not given)	i	-1	i	i	i	i	-15	-8	-2	i	i
Cc1ccc(-c2nn[nH]n2)cc1	i	1	i	i	i	i	4	0	27	i	i
CCOc1ccc(NC(=O)CCc2c(C)nn(-c3ccc(N4CCCCC4)nn3)c2C)cc1	i	0	i	i	i	i	-5	1	4	i	i
COc1ccc(/C=C(\NC(=O)c2ccc(C)cc2)C(=O)N2CCCCC2)cc1	i	0	i	i	i	i	-9	1	-4	i	i
CN(CC(O)Cn1c2ccccc2c2ccccc21)S(C)(=O)=O (stereo not given)	i	-1	i	i	i	i	-16	1	41	i	i
Cc1occc1-c1nnc(SCC(=O)Nc2ccccc2-c2ccccc2)n1C	i	0	i	i	i	i	-7	-2	-7	i	i
COc1cccc(-c2cc(C(=O)Nc3ccc4c(c3)OCCO4)c3ccccc3n2)c1	i	x	i	i	x	i	-19	0	x	i	i
CC(=O)n1c2ccccc2c2nc3ccccc3nc21	i	-2	i	i	i	i	-3	0	0	i	i
CN(C)c1ccc(-c2ccc3c(=O)c4ccccc4n(C)c3c2)cn1	i	4	i	i	i	i	-11	-7	5	i	i
COc1cc(OC)cc(C(=O)N[C@H](C(=O)OCC(=O)Nc2cccc(F)c2)C(C)C)c1	i	2	i	i	i	i	-10	0	0	i	i
Cc1ccc(C)c(S(=O)(=O)N2CCN(C(=O)c3ccc(N4CCCC4)c([N+](=O)[O-])c3)CC2)c1	i	1	i	i	i	i	-6	-2	-5	i	i
OC1(c2ccccc2)CCN(Cc2ccccc2)C2CCCCC21 (stereo not given)	i	-1	i	i	i	i	-7	-1	3	i	i

Reformatted: entries from further up.
The line under a structure holds: RGS4 inh, GSK3 alpha inh, PolyA inh, KCNK9 inh, KCNK3 inh, KCNQ1 act, hERG protect, GSK3beta inhib, DYRK1A inh, KCNQ1 block, RGS4 pot
CC(=O)n1c2ccccc2c2nc3ccccc3nc21
  i, -2, i, i, i, i, -3, 0, 0, i, i
CN(C)c1ccc(-c2ccc3c(=O)c4ccccc4n(C)c3c2)cn1
  i, 4, i, i, i, i, -11, -7, 5, i, i
COc1cc(OC)cc(C(=O)N[C@H](C(=O)OCC(=O)Nc2cccc(F)c2)C(C)C)c1
  i, 2, i, i, i, i, -10, 0, 0, i, i

An excerpt of these results, bar-delimited:
Structure | RGS4 inh | GSK3 alpha inh | PolyA inh | KCNK9 inh | KCNK3 inh | KCNQ1 act | hERG protect | GSK3beta inhib | DYRK1A inh | KCNQ1 block | RGS4 pot
CCOC(=O)CC(c1ccc(N)cc1)n1c(C)ccc1C (stereo not given) | i | -1 | i | i | i | i | -15 | -8 | -2 | i | i
Cc1ccc(-c2nn[nH]n2)cc1 | i | 1 | i | i | i | i | 4 | 0 | 27 | i | i
CCOc1ccc(NC(=O)CCc2c(C)nn(-c3ccc(N4CCCCC4)nn3)c2C)cc1 | i | 0 | i | i | i | i | -5 | 1 | 4 | i | i
COc1ccc(/C=C(\NC(=O)c2ccc(C)cc2)C(=O)N2CCCCC2)cc1 | i | 0 | i | i | i | i | -9 | 1 | -4 | i | i

The list continues.
SMILES	RGS4 inh	GSK3 alpha inh	PolyA inh	KCNK9 inh	KCNK3 inh	KCNQ1 act	hERG protect	GSK3beta inhib	DYRK1A inh	KCNQ1 block	RGS4 pot
Cc1nc(NC(=O)CSc2nnc(C3CC3)n2C)sc1C	i	4	i	i	i	i	-6	1	6	i	i
COc1ccc(-n2c(=O)c3c(C)c(C)sc3n(Cc3ccc(F)cc3)c2=O)c(OC)c1	i	2	i	i	i	i	-14	3	12	i	i
COC(=O)CON1C(=O)c2ccccc2C1=O	i	-4	i	i	i	i	-1	0	2	i	i
CN1C(=O)CSC1=Nc1ccc(F)cc1	i	2	i	i	i	i	-2	-4	13	i	i
Cc1ccc(NC(=O)CCN2C(=O)C3C4CCC(C4)C3C2=O)cc1[N+](=O)[O-] (stereo not given)	i	2	i	i	i	i	-11	6	7	i	i
COc1ccc2[nH]c3c(c2c1)CCN1C(=O)N([C@@H](C)C(=O)NCc2ccc(F)cc2)C(=O)[C@]31C	i	-1	i	i	i	i	-9	-1	2	i	i
CC(Oc1ccc(Cl)cc1Cl)C(=O)NNC(=O)[C@@H]1CCCC[C@@H]1C(=O)O (stereo not given in full)	i	-1	i	i	i	i	-4	0	-4	i	i
COc1ccccc1NC(=O)Nc1ccnn1C1CCN(C(=O)c2cccnc2)CC1	i	0	i	i	i	i	-7	-1	x	i	i
O=C(Cn1ncc2c([nH]c3ccccc32)c1=O)Nc1ccc(F)cc1F	i	0	i	i	i	i	-4	0	-4	i	i
CN1CCc2[nH]c3ccc(C(=O)NN)cc3c2C1	i	3	i	i	i	i	-11	-34	24	i	i
Cc1ccc(CNC(=O)COC(=O)CSc2ccc(Br)cc2C)cc1	i	-1	i	i	i	i	-8	-4	5	i	i
COc1ccc(CNc2nc(NCc3ccc(OC)cc3)n(C(=O)c3ccncc3)n2)cc1	i	-3	i	i	i	i	-15	0	-1	i	i
O=C(O)c1cn(-c2ccc(N3CCCC3)c(F)c2)c2c(F)c(F)c(F)cc2c1=O	i	-1	i	i	i	i	-8	0	8	i	i
Cc1ccc(CN2CCC(C(=O)Nc3cccc(-c4cccc(F)c4)c3)CC2)o1	i	-1	i	i	i	i	-17	3	0	i	i
CCn1c(=O)cc(SCC(=O)N2CCCCC2)c2ccccc21	i	0	i	i	i	i	-8	1	4	i	i
COc1ccc(CCNS(=O)(=O)c2ccc([N+](=O)[O-])cc2)cc1OC	i	0	i	i	i	i	-7	0	-4	i	i
Cc1cc(C(=O)Nn2c(C)nc3ccccc3c2=O)ccc1[N+](=O)[O-]	i	-1	i	i	i	i	-7	-8	3	i	i
N#Cc1nc(-c2ccco2)oc1NCc1cccnc1	i	14	i	i	i	i	-3	-7	2	i	i
COc1cccc(CNC(=O)CCC2CCCN(C(=O)c3ccc(OC)c(F)c3)C2)c1 (stereo not given)	i	-1	i	i	i	i	-17	2	-9	i	i
Cc1nc(S(=O)(=O)NC2CCCCC2)c(C#N)c(C)c1Cl	i	0	i	i	i	i	-7	1	-6	i	i
O=C1CC(=C2c3ccccc3-c3ccccc32)C(=O)N1CCCCN1CCN(c2ccccc2)CC1	i	0	i	i	i	i	-9	-1	3	i	i
O=C(NCCc1ccc(Cl)cc1)c1cc(-c2ccncc2)nc2ccccc12	i	0	i	i	i	i	-5	0	4	i	i
CC(C)(C)c1nn2cnnc2n(/N=C/c2ccccc2)c1=O	i	1	i	i	i	i	-1	0	-5	i	i
CCOC(=O)COc1ccccc1/C=N/O	i	-2	i	i	i	i	-7	-4	-2	i	i
Cc1cc(C)n(-c2ccc(C(=O)OCC(=O)Nc3ccc(S(=O)(=O)N4CCCCC4)cc3)cc2)n1	i	0	i	i	i	i	-11	2	-4	i	i
CN(Cc1cccnc1)Cc1c(C(=O)N2CCc3ccccc3C2)nc2ccc(Cl)cn12	i	-1	i	i	i	i	-9	3	3	i	i
O=[N+]([O-])c1ccc(Cl)cc1Sc1nc2ccccc2o1	i	0	i	i	i	i	-6	1	x	i	i
CC(C)(C)c1c(Cl)c(O)c(-c2ccccc2)c(=O)n1-c1ccccc1	i	x	i	i	i	i	-11	0	-4	i	i
O=C(COc1ccc(-c2nnco2)cc1)NCc1ccccc1Cl	i	-3	i	i	i	i	-14	2	-4	i	i
Cc1ccc(CNC(=O)CN2C(=O)CSc3ccc(S(=O)(=O)N4CCC(C)CC4)cc32)cc1	i	1	i	i	i	i	-7	14	-2	i	i
Cn1ccnc1SCC(=O)NC12CC3CC(CC(C3)C1)C2	i	-1	i	i	i	i	-3	1	3	i	i
CCOC(=O)c1csc(NC(=O)c2cc3ccccc3o2)n1	i	-3	i	i	i	i	-8	1	12	i	i
Cc1cc(=O)oc(C)c1C(=O)NCc1ccccn1	i	-1	i	i	i	i	-13	-1	-1	i	i
Cc1cc(C)c2cc(C#N)c(N3CCCN(S(=O)(=O)c4ccccc4)CC3)nc2c1	i	-2	i	i	x	i	-6	-3	x	i	i

An excerpt of these results, with bars between the fields.
Compound | RGS4 inh | GSK3 alpha inh | PolyA inh | KCNK9 inh | KCNK3 inh | KCNQ1 act | hERG protect | GSK3beta inhib | DYRK1A inh | KCNQ1 block | RGS4 pot
O=[N+]([O-])c1ccc(Cl)cc1Sc1nc2ccccc2o1 | i | 0 | i | i | i | i | -6 | 1 | x | i | i
O=C(NCCc1ccc(Cl)cc1)c1cc(-c2ccncc2)nc2ccccc12 | i | 0 | i | i | i | i | -5 | 0 | 4 | i | i
Cn1ccnc1SCC(=O)NC12CC3CC(CC(C3)C1)C2 | i | -1 | i | i | i | i | -3 | 1 | 3 | i | i
CCOC(=O)c1csc(NC(=O)c2cc3ccccc3o2)n1 | i | -3 | i | i | i | i | -8 | 1 | 12 | i | i
CC(C)(C)c1nn2cnnc2n(/N=C/c2ccccc2)c1=O | i | 1 | i | i | i | i | -1 | 0 | -5 | i | i

Bioassay records as filed in PubChem.
